# Mtb RmlCD inh: M. tuberculosis RmlC/RmlD coupled enzyme inhibitors, primary screen, biochemical, compound mixtures, 384-well, from 1536-well plates. dTDP-4-dehydrorhamnose reductase (Mycobacterium tuberculosis (strain ATCC 25618 / H37Rv)) …. RmlC+RmlD coupled enzyme assay, percent inhibition; primary screen in compound mixtures. inhibition, % at 3.6 µM. AID 1533, 2009. 0.03% of 160,000 active; in the data active means inhibition mostly above about 34%, no sharp cut-off; inconclusive means no clear call, values can overlap the other calls; inactive means mostly below about 22%; further: some results filed as inactive read as strong as hits
# Target sequence (P9WH09 whole entry, looked up): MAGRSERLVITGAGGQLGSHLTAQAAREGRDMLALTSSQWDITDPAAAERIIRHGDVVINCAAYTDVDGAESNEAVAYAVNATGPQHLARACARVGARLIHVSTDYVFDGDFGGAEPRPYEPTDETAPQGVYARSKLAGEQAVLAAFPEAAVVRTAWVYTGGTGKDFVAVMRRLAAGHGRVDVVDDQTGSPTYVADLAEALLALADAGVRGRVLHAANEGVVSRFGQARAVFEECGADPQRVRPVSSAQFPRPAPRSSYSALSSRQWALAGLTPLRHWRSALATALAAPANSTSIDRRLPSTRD
# Target sequence (P9WH11 whole entry, looked up): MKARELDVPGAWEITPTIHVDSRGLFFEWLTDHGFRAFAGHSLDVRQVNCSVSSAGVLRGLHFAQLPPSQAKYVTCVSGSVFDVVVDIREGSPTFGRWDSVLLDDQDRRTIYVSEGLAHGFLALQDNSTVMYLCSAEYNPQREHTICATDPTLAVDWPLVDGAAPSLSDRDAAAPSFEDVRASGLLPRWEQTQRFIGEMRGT
# GlmU inhibition: inhibition of mycobacterial GlmU enzyme – biochemical, glucosamine-1-phosphate acetyltransferase (AID 1376) | inhibition, %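 (tested at 30 µM in the primary screen)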; hits with a dose series show IC50 in µM | M. tuberculosis GlmU acetyltransferase enzyme assay; higher % means a stronger effect | Bifunctional protein GlmU (Mycobacterium tuberculosis (strain ATCC 25618 / H37Rv)) | 0.25% of 220,000 active; in the data active means inhibition above about 13%; inconclusive means no clear call, values can overlap the other calls;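 further: 0% = complete reaction with vehicle and 100% = reaction without substrate; strong numbers were not always called active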
# An asterisk follows results filed as active; ? = inconclusive; / = not tested or not shown. These rows are one share of the data, so the mix of outcomes need not match the whole.
SMILES,Mtb RmlCD inh,GlmU inhibition
CCOC(=O)c1sc(C)c2c(=O)n(Cc3ccc(Cl)cc3)c(C)nc12,-1,3.3%
CC(C)C(NC(=O)c1ccccc1F)C(=O)Nc1nccs1 (stereo unspecified),-8,-2.6%
CN(C)/C=C1\C(=O)ON=C1c1ccccc1,1,/
CCCc1cc(=O)oc2cc(OCC(=O)OC)cc(OCC(=O)OC)c12,2,1.6%
CCc1ccc(NC(=O)C2CCCN(S(=O)(=O)c3c(C)[nH]c(=O)[nH]c3=O)C2)cc1 (stereo unspecified),-7,0.5%
COc1cc(OC)cc(C(=O)NC(=S)Nc2ccc3c4c(cccc24)CC3)c1,9,2.1%
C#CCNC(=O)C1=C[C@H](C2CC2)C[C@H](OCCCCO)O1,/,4.5%
Cc1ccc(C(=O)COc2ccccc2-c2ccccc2)cc1C,13,-5.6%
Nc1nc(Cl)nc2c1ncn2[C@H]1C[C@H](O)[C@@H](CO)O1,-2,4.4%
CCc1nccn1S(=O)(=O)c1cc(OC)c(Cl)cc1OC,22,-1.6%
COCC(C)n1c(C)cc(C(=O)COC(=O)c2nc3nc(C)cc(C)n3n2)c1C (stereo unspecified),11,/
CCc1nc2ccc(Br)cc2c(=O)n1-c1ccccc1C(F)(F)F,/,3.4%
Cc1ccc(S(=O)(=O)N(CC(=O)NCCSc2ccccn2)c2cc(C)cc(C)c2)cc1,/,1.2%
COCCNC(=O)C(OC(=O)CC1Sc2ccccc2NC1=O)c1ccncc1 (stereo unspecified),23,0.9%
COC(=O)C1=C(C)OC(N)=C(C#N)C1c1ccccc1 (stereo unspecified),-2,-2.9%
CCOc1ccc(NC(=O)N(CCN(C)C)C(C)c2cccnc2)cc1 (stereo unspecified),25,-6.2%
CC(C)c1ccc(NC(=O)C(c2ccccc2)N2CCN(C(=O)c3ccco3)CC2)cc1 (stereo unspecified),13,1.1%
CCCn1c(N)c(C(=O)COC(=O)c2c(C)noc2C)c(=O)n(C)c1=O,/,-2.6%
COc1ccc(OC)c2c1CCC1NCCOC21 (stereo unspecified),4,1.7%
CN(CCNC(=O)C1CC(=O)N(c2ccc(F)c(Cl)c2)C1)Cc1ccccc1 (stereo unspecified),-2,-2.2%
COc1ccc(C2=NOC(C(=O)Nc3cccnc3)C2)cc1OC (stereo unspecified),-13,-2.6%
O=C(N/N=C/C1CC2C=CC1C2)c1ccccc1O (stereo unspecified),56,-3.3%
O=C(O)CNC(=O)/C=C/c1ccc(Cl)cc1Cl,8,-2.7%
CC(C)CC(=O)/C=C/n1c(=S)oc2ccccc21,6,1.3%
C/C(=N/NC(=O)CCc1c(C)n[nH]c1C)c1cccc([N+](=O)[O-])c1,10,-0.1%

# Continued:
SMILES,Mtb RmlCD inh,GlmU inhibition
COc1ccc2[nH]c(CN3CCN(CC(C)C)C(CCO)C3)c(C)c2c1 (stereo unspecified),/,0.6%
N=c1c(C(=O)NCc2ccc(F)cc2)cc2c(=O)n3ccccc3nc2n1CC1CCCO1 (stereo unspecified),20,-11%
CCOC(=O)N1CCN(c2c(NCc3ccccc3OC)c(=O)c2=O)CC1,/,5.6%
Cc1cc(Br)ccc1NC(=O)CNC(=O)CN1C(=O)NC2(CCCCCC2)C1=O,/,-2.8%
COc1ccc(Br)c(C(=O)Nc2cccc(Cl)c2Cl)c1,4,-7.1%
CC(NC(=O)NC1CCCCC1)c1ccccc1 (stereo unspecified),-8,-3.1%
COC(=O)N1C(c2ccccc2)C1c1ccccc1 (stereo unspecified),-9,1.9%
O=C(CSc1nc2ccccc2c(=O)n1Cc1ccco1)N1CCCCCC1,3,4.5%
O=C(C[n+]1ccccc1)N/N=C/c1cccs1,12,7.1%
N#Cc1nc(-c2cccs2)oc1NCc1ccccc1Cl,7,/
COc1cc2ncnc(NCCc3ccccc3)c2cc1OC,-18,8.2%
Cc1nnc(NN2CCOCC2)[nH]c1=O,-5,-6.2%
Cc1cc2ccccc2c(=O)n1CC(=O)N(C)c1ccc(F)cc1,?,1.8%
Cc1cccc(C)c1N=C1NN=C(c2ccccc2F)CS1,-5,-3.0%
Cc1ccc(N(C(=O)CNC(=O)c2ccco2)C(C(=O)NCC2CCCO2)c2ccccc2)cc1 (stereo unspecified),6,3.5%
CCC(C)[C@H](NC(=O)Nc1ccc(S(N)(=O)=O)cc1)C(=O)O (stereo partly specified),/,1.8%
O=C(COc1ccc(=O)n(-c2ccccc2)n1)Nc1ccccc1,4,0.4%
O=C(CCN1C(=O)c2ccccc2S1(=O)=O)NCc1ccco1,/,2.9%
CS(=O)(=O)c1ccccc1-c1nc(-c2cc(C(F)(F)F)cc(C(F)(F)F)c2)no1,-8,/
O=C(Nc1cc(S(=O)(=O)N2CCCCC2)ccc1Cl)c1ccccc1NS(=O)(=O)c1ccc(F)cc1,-1,6.1%
CC1=C(C(=O)Nc2ccccc2)C(c2coc3ccccc3c2=O)C2=C(CCCC2=O)N1 (stereo unspecified),-6,1.2%
COC1=C(c2ccccc2)C(=O)c2ccccc2C1=O,/,-5.0%
CCN(CC)Cc1c(O)ccc2c1O/C(=C\C=C\c1ccccc1)C2=O,-7,4.6%
CCc1cccc(C)c1NC(=O)c1ccccc1,9,-7.9%
COc1ccccc1CNC(=O)C1CC(=O)N(C2CCCC2)C1 (stereo unspecified),-10,3.8%

# The listing continues.
SMILES,Mtb RmlCD inh,GlmU inhibition
Cc1nn(-c2ccccc2)c(C)c1C(=O)OC/C(O)=C(\C#N)c1nc2ccccc2[nH]1,-7,-1.4%
Cc1ccc(CN2C(=O)CCC2C(=O)NCCN(CC(C)C)CC(C)C)cc1 (stereo unspecified),2,-1.6%
Cc1nc(-c2ccccc2)sc1C(=O)CSc1ccc(Br)cc1,0,-1.2%
CC(NC(=O)COC(=O)/C=C/c1cccc(C(F)(F)F)c1)c1ccccc1 (stereo unspecified),-15,-0.3%
N/C(Cc1ccc([N+](=O)[O-])cc1)=N\OC(=O)COc1cccc2ccccc12,/,0.9%
CCN1CCN(c2ccc(NC(=O)CCc3c(C)nc4c(-c5ccccc5)c(C)nn4c3C)cc2)CC1,-6,5.3%
CCCCSc1nc2c(cnn2-c2ccc(Cl)cc2)c(=O)[nH]1,3,/
O=c1cc(CSc2ccc(Cl)cc2)nc2nc[nH]n12,7,1.4%
CCOc1ccc2nc(N3CCC(C(=O)N4CCN(C5CCCCC5)CC4)CC3)sc2c1,12,1.7%
CC(C)N(C(=O)Nc1ccc2nsnc2c1)C(C)C,3,7.1%
O=C(N/N=C/c1ccc([N+](=O)[O-])o1)c1cn2ccc3ccccc3c2n1,8,4.6%
CN(c1cccc(NC(=O)COc2ccc(Cl)cc2Cl)c1)S(C)(=O)=O,/,-4.6%
CCOc1ccc(N(CC(=O)NCC(C)C)S(C)(=O)=O)cc1,-11,0.6%
COc1ccc(C(=O)Nc2cccnc2)cc1C(=O)Nc1cccnc1,/,-0.9%
COc1ccc(C(=O)C2CCCN(C(=O)c3cccnc3SC)C2)c(C)c1 (stereo unspecified),57,1.2%
O=C(CSc1ccc([N+](=O)[O-])cc1)NCC1CCCCC1,-1,-0.8%
COc1ccccc1CN1C(=O)[C@@H]2C(CCC(N)=O)NC3(C(=O)Nc4c3ccc(Cl)c4C)[C@@H]2C1=O (stereo partly specified),19,1.5%
CCOc1ccc(/C=N/NC(N)=S)cc1,6,4.4%
O=c1[nH]c(=O)n(-c2cccc3ccccc23)c(O)c1C=NCCCn1ccnc1,5,9.2%
CCC(C)(C(=O)NC1CCCCC1)N(Cc1ccco1)C(=O)CNC(=O)c1ccccc1 (stereo unspecified),2,-1.4%
O=C(O)c1cc(N/N=C/c2ccncc2)ccc1Cl,-9,-3.2%
C=C(C)c1cccc(C(C)(C)NC(=O)NCCN(CC)CC)c1,-9,-5.6%
Clc1ccc(-c2cc(CSc3cccc(Cl)c3)on2)cc1,7,3.0%
Cc1cc(C(=O)NNC(=O)C2CCCC2)c(C)o1,20,3.1%
COC(=O)c1nc2nc(C)cc(C(F)(F)F)n2n1,14,2.3%

# Some of the entries above, set out differently.
smiles	Mtb RmlCD inh	GlmU inhibition
Cc1nn(-c2ccccc2)c(C)c1C(=O)OC/C(O)=C(\C#N)c1nc2ccccc2[nH]1	-7	-1.4%
Cc1ccc(CN2C(=O)CCC2C(=O)NCCN(CC(C)C)CC(C)C)cc1 (stereo unspecified)	2	-1.6%
Cc1nc(-c2ccccc2)sc1C(=O)CSc1ccc(Br)cc1	0	-1.2%
CC(NC(=O)COC(=O)/C=C/c1cccc(C(F)(F)F)c1)c1ccccc1 (stereo unspecified)	-15	-0.3%
N/C(Cc1ccc([N+](=O)[O-])cc1)=N\OC(=O)COc1cccc2ccccc12	/	0.9%
CCN1CCN(c2ccc(NC(=O)CCc3c(C)nc4c(-c5ccccc5)c(C)nn4c3C)cc2)CC1	-6	5.3%
CCCCSc1nc2c(cnn2-c2ccc(Cl)cc2)c(=O)[nH]1	3	/
O=c1cc(CSc2ccc(Cl)cc2)nc2nc[nH]n12	7	1.4%
CCOc1ccc2nc(N3CCC(C(=O)N4CCN(C5CCCCC5)CC4)CC3)sc2c1	12	1.7%
CC(C)N(C(=O)Nc1ccc2nsnc2c1)C(C)C	3	7.1%
O=C(N/N=C/c1ccc([N+](=O)[O-])o1)c1cn2ccc3ccccc3c2n1	8	4.6%
CN(c1cccc(NC(=O)COc2ccc(Cl)cc2Cl)c1)S(C)(=O)=O	/	-4.6%
CCOc1ccc(N(CC(=O)NCC(C)C)S(C)(=O)=O)cc1	-11	0.6%
COc1ccc(C(=O)Nc2cccnc2)cc1C(=O)Nc1cccnc1	/	-0.9%
COc1ccc(C(=O)C2CCCN(C(=O)c3cccnc3SC)C2)c(C)c1 (stereo unspecified)	57	1.2%

# Later entries:
SMILES,Mtb RmlCD inh,GlmU inhibition
O=C(CCS(=O)(=O)c1cccc2nsnc12)NCc1ccccc1Cl,/,0.0%
O=S(=O)(c1ccc(NC(=S)N/N=C/c2cccc(Oc3ccccc3)c2)cc1)N1CCOCC1,19,0.8%
c1ccc(Cn2nnnc2C(c2ccccc2)N2CCN(c3nc4ccccc4s3)CC2)cc1 (stereo unspecified),34,0.2%
Cc1cccc(NC(=O)c2ccc(CN3CCN(Cc4ccccc4)CC3)cc2)c1,-8,4.3%
COc1ccc(NC(=O)CC2C(=O)N(C)C(=S)N2Cc2ccncc2)cc1 (stereo unspecified),4,-5.0%
O=C1c2ccccc2C(=O)N1CCCCN(C(=O)c1ccc([N+](=O)[O-])cc1)c1ccc(Cl)cc1,2,-0.5%
O=C(Cc1ccccc1)N1CCC(c2nc3ccccc3[nH]2)CC1,/,-1.0%
CCCCC(=O)Nc1cc(OCC)c(NC(=O)c2ccccc2[N+](=O)[O-])cc1OCC,/,4.3%
CN(C)CC(O)COc1cccc(OCC(O)CN(C)C)c1 (stereo unspecified),9,/
CCOC(=O)c1c(NC(C)=O)sc2c(O)cccc12,/,-4.2%
CCCCNC(=O)C1CCCN1C(=O)NC1CCCCC1 (stereo unspecified),/,-0.4%
CN(C)C=Nc1c(C(=O)c2ccccc2)sc2nccc(N(C)C)c12,9,2.7%
CC1CCN(CCCCOc2ccc(C(=O)c3ccccc3)cc2)CC1,/,-2.9%
O=C(O)CNC(=O)CC1S/C(=N/N=C/c2ccccc2O)NC1=O (stereo unspecified),-2,-2.4%
CCC(=NCCO)c1c(O)n(C2CCCCC2)c(=O)[nH]c1=O,-10,1.9%
CCc1cc2cc3c(cc2nc1SCC(=O)Nc1cc(C)on1)OCO3,15,-0.7%
O=[N+]([O-])c1ccc(-c2csc3[n+]2CCS3)cc1,/,0.9%
O=C(c1ccc(F)cc1)N1CCN(c2ccc([N+](=O)[O-])c(N3CCCCC3)c2)CC1,17,-5.2%
CCOC(=O)c1nn(-c2ccccc2)c2nnc(Cc3ccccc3)c(=O)n12,-5,-2.2%
N#C/C(=C/c1ccc(N2CCCCC2)o1)C(=O)Nc1ccc(Cl)cc1,-9,0.9%
CCc1c(C)nc(SCc2ccccn2)[nH]c1=O,-7,0.8%
CCOc1ccc2[nH]c(=O)c(CN(Cc3cccs3)Cc3nnnn3C(C)(C)CC)cc2c1,55,-2.8%
CC1(C)CC(O)C(C)(C)N1O (stereo unspecified),-7,-6.5%
COc1ccc(NC(=O)C2CCC(N3C(=O)C4C5C=CC(C5)C4C3=O)CC2)cc1 (stereo unspecified),-5,1.7%
CCSc1nnc(NC(=O)c2cccc(S(=O)(=O)N(C)c3ccccc3)c2)s1,-10,-2.4%

# (continued)
SMILES,Mtb RmlCD inh,GlmU inhibition
CCCC(C1=C(O)CC(C)(C)CC1=O)C1C(=O)CC(C)(C)CC1=O (stereo unspecified),/,3.4%
O=C(Nc1ccc(CSc2ccccc2)cc1)c1ccc(CN2CCOCC2)cc1,3,2.2%
CCN(Cc1cc2ccc(C)cc2[nH]c1=O)C(=O)c1cccnc1,11,4.2%
Cc1ccc(-c2nn(C)c(=O)c3ccccc23)cc1CNC(=O)c1ccccc1,76,3.3%
Cc1nc(-c2noc(-c3cccc(Cl)c3)n2)c(C(F)(F)F)o1,0,/
Cc1cccc(C(=O)NN2S(=O)(=O)c3ccccc3S2(=O)=O)c1,8,-1.6%
CN(C)C(=S)Nc1ccc([N+](=O)[O-])cc1,-14,0.9%
CC(C)Oc1cccc(C(=O)NC(=S)Nc2ccc3c4c(cccc24)CC3)c1,0,2.1%
